Screening data as filed in PubChem BioAssay.
U2OS ROS induce – ROS inducers in U2OS cancer cells, primary screen, cell-based, H2DCF-DA fluorescence; U2OS ROS induction; ROS induction (% of piperlongumine), % at 10 µM; hit rate 2% among 46,000; AID 624156, 2012; in the data active = ROS induction above about 79%, passing the limit was not always enough; inconclusive = no clear call, values can overlap the other calls;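 also: 0% = DMSO vehicle median and 100% = reference compound median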
* = called active by the depositor; ? = inconclusive.

SMILES	U2OS ROS induce
COC(=O)C1=CO[C@@H](O[C@@H]2O[C@H](CO)[C@@H](O)[C@H](O)[C@H]2O)[C@H]([C@H](C)OC(C)=O)[C@@H]1CC(=O)O	-4.2
CCN(CCC#N)C(=S)Nc1cc(C(F)(F)F)cc(C(F)(F)F)c1	-6.4
COc1ccc(CC(=O)N(C)C)cc1	-13.0
CCC(C)NC(=O)CSc1nc2ccsc2c(=O)n1NC(=O)c1ccccc1 (stereo unspecified)	-17.8
COc1ccc(CCNC(=S)N2CCN(c3ncccn3)CC2)cc1OC	-7.4
CC(=O)Cc1cc(=O)c2c(C)cc(O)c(C3OC(CO)C(O)C(O)C3O)c2o1 (stereo unspecified)	-2.0
C[C@@H]1CN([C@H](C)CO)C(=O)CCCn2nncc2CO[C@H]1CN(C)C(=O)OCc1ccccc1	3.8
COc1ccc(C(=O)CSc2cc(C)nc3nc(C)nn23)cc1OC	-2.4
O=C(CN1C2=NCCCN2c2ccccc21)c1ccco1	7.8
Cn1c(=S)[nH]c2sc3c(c2c1=O)CCC(C(C)(C)C)C3 (stereo unspecified)	1.8
Cc1cc(OCC(=O)Nc2ccccc2C(N)=O)c(C)cc1Br	21.5
O=c1oc2ccccc2c(Nc2ccccc2)c1CN1CCCCC1	20.6
CN(c1cccc(NC(=O)COc2ccccc2)c1)S(C)(=O)=O	-6.9
O=C1CC(c2ccccc2Cl)Cc2c1cnn2-c1nc2ccccc2s1 (stereo unspecified)	18.7
Cc1noc(C)c1NC(=O)N(C)C[C@@H]1Oc2c(NC(=O)Nc3ccc4c(c3)OCO4)cccc2C(=O)N([C@@H](C)CO)C[C@H]1C	115.5*
O=C(CSc1n[nH]c(-c2cccc([N+](=O)[O-])c2)n1)Nc1cccc(C(F)(F)F)c1	-5.7
O=C(NO)c1cccc(C(=O)N/N=C/c2cccc(OCCO)c2)c1	-4.2
C[C@H](CO)N1C[C@H](C)[C@H](CN(C)S(=O)(=O)c2cccs2)Oc2ccc(NS(=O)(=O)c3ccc(Cl)cc3)cc2CC1=O	-10.9
C[C@H](CO)N1C[C@H](C)[C@H](CN(C)S(=O)(=O)c2ccc(F)cc2)Oc2ncc(-c3cccc(C(F)(F)F)c3)cc2C1=O	116.3*
COc1ccc(S(=O)(=O)Nc2ccc3c(c2)CC(=O)N([C@H](C)CO)C[C@@H](C)[C@H](CN(C)CC2CC2)O3)cc1	12.4

Among those listed so far, 6 contain a carbonyl joined to an NH by a bond outside any ring:
SMILES	U2OS ROS induce
CCC(C)NC(=O)CSc1nc2ccsc2c(=O)n1NC(=O)c1ccccc1 (stereo unspecified)	-17.8
Cc1cc(OCC(=O)Nc2ccccc2C(N)=O)c(C)cc1Br	21.5
CN(c1cccc(NC(=O)COc2ccccc2)c1)S(C)(=O)=O	-6.9
Cc1noc(C)c1NC(=O)N(C)C[C@@H]1Oc2c(NC(=O)Nc3ccc4c(c3)OCO4)cccc2C(=O)N([C@@H](C)CO)C[C@H]1C	115.5*
O=C(CSc1n[nH]c(-c2cccc([N+](=O)[O-])c2)n1)Nc1cccc(C(F)(F)F)c1	-5.7
O=C(NO)c1cccc(C(=O)N/N=C/c2cccc(OCCO)c2)c1	-4.2

Next part.
SMILES	U2OS ROS induce
C[C@@H]1CCCCO[C@H](CN(C)S(=O)(=O)c2cccs2)[C@@H](C)CN([C@H](C)CO)C(=O)c2cc(NS(=O)(=O)c3cn(C)cn3)ccc2O1	2.9
CN(C(=S)Nc1ccccc1)C1CCC(C2OCCO2)CC1O (stereo unspecified)	-0.8
COC(=O)[C@@H](O)[C@H]1[C@@]2(C)C[C@]3(O)C4[C@@H](O[C@]56CC(=O)O[C@@H](c7ccoc7)[C@@]5(C)CCC([C@]46O)[C@]13C)[C@H]2O (stereo partly specified)	-9.7
C[C@@H]1CN([C@@H](C)CO)C(=O)c2cc(NC(=O)Cc3ccccc3)ccc2O[C@H]1CN(C)Cc1ccc(C(F)(F)F)cc1	14.6
COC(=O)CNC(=O)c1cn(-c2ccccc2)nc1-c1ccc(OC)cc1	-13.4
COC(=O)[C@@]1(C)CCCC2(C)c3ccc(C(C)C)cc3CCC21 (stereo partly specified)	-6.0
S=c1[nH]c2ccccc2s1	4.5
Cc1noc(C)c1S(=O)(=O)N(C)C[C@H]1Oc2c(NC(=O)c3cnccn3)cccc2C(=O)N([C@@H](C)CO)C[C@H]1C	-2.0
CC(=NCc1ccco1)C1=C(O)c2ccccc2C1=O	146.3*
Cc1noc(C)c1NC(=O)Nc1cccc2c1O[C@@H](CN(C)S(=O)(=O)c1ccc(F)cc1)[C@@H](C)CN([C@@H](C)CO)C2=O	-11.1
C=CCNC(=O)[C@H]1[C@@H]2C(=O)O[C@@H](c3ccccc3)[C@@H](c3ccccc3)N2[C@@H](c2ccccc2OCCO)[C@]12C(=O)N(C(=O)OCCOC)c1ccc(C#CCC(C(=O)OC)C(=O)OC)cc12	178.5*
Cn1nc(C(F)(F)F)c(-c2ccccc2)c1N1C(=O)C2C3C=CC(C3)C2C1=O (stereo unspecified)	4.7
O=S(=O)(NC1CCCCC1Sc1nc2ccccc2o1)c1ccc(Cl)cc1 (stereo unspecified)	9.2
Cc1noc(C)c1S(=O)(=O)Nc1cccc2c1O[C@H](CN(C)Cc1ccc(C(=O)Nc3ccccc3N)cc1)[C@H](C)CN([C@@H](C)CO)C2=O	14.8
C[C@H](CO)N1C[C@H](C)[C@H](CN(C)Cc2ccc(Cl)c(Cl)c2)Oc2ccc(NC(=O)CCC(F)(F)F)cc2C1=O	9.9
N=c1c2c3c(sc2ncn1Nc1ccccc1)CCC3	54.6
C[C@@H]1CCCCO[C@@H](CN(C)C(=O)C2CCCCC2)[C@@H](C)CN([C@H](C)CO)C(=O)c2cc(NC(=O)Nc3ccc(F)cc3)ccc2O1	55.9
C[C@H](CO)N1C[C@H](C)[C@H](CN(C)Cc2ccc3c(c2)OCO3)Oc2ncc(-c3ccc(F)cc3)cc2C1=O	18.2
COc1cc(C)c(Br)cc1S(=O)(=O)NCCN1CCOCC1	141.5*
C[C@H](CO)N1C[C@H](C)[C@H](CN(C)Cc2ccccc2C(F)(F)F)OCc2cn(nn2)CCCC1=O	5.9
Cn1ccnc1SCC(=O)Nc1cccc2ccccc12	-1.2
C[C@@H]1CCCCO[C@H](CN(C)C(=O)CCC(F)(F)F)[C@@H](C)CN([C@H](C)CO)C(=O)c2cc(NS(=O)(=O)c3ccccc3)ccc2O1	-1.2
Cc1ccc(OCC(=O)Oc2cccc(NC3=NS(=O)(=O)c4ccccc43)c2)cc1	-13.5
Cc1ccc(-c2nnc(N3CCOCC3)c3ccccc23)cc1S(=O)(=O)NC(C)(C)CO	-6.6
C[C@H](CO)N1C[C@H](C)[C@H](CN(C)C)Oc2ccc(NC(=O)C3CC3)cc2CC1=O	-4.1
Cc1ccc(N(C)S(=O)(=O)c2cc(Br)cnc2N)cc1	-2.7
O=C(O)c1cccc(/C=N/NC(=O)c2ccccn2)c1	-6.5
COc1cc2c(cc1NC(=O)COc1ccc(Br)cc1Cl)oc1ccccc12	-13.3
C[C@@H]1CN([C@H](C)CO)C(=O)c2cc(NC(=O)c3ccncc3)ccc2O[C@@H]1CN(C)Cc1ccc(Oc2ccccc2)cc1	-9.2
Cc1ccc(C(=O)Nc2ccc(OCC(=O)O)cc2)cc1	-40.3
COc1ccc(-c2nnc(SCC(=O)c3ccc(Cl)cc3)n2-c2ccc(C)cc2)cc1OC	11.5
Cc1ccc(S(=O)(=O)Nc2ccc3c(c2)C(=O)N([C@@H](C)CO)C[C@H](C)[C@H](CN(C)Cc2ccc(C(=O)O)cc2)O3)cc1	0.4
CNC(=O)/C(=C\c1ccc2c(c1)OCO2)NC(=O)c1ccco1	-1.4
C[C@@H]1CN([C@H](C)CO)C(=O)Cc2cc(NS(C)(=O)=O)ccc2O[C@@H]1CN(C)C(=O)Nc1ccccc1	-0.1
COc1ccc2c(c1)SC1=NC(c3ccccc3)(C(F)(F)F)NC(=O)N12 (stereo unspecified)	-18.0
C[C@@H]1CCCCO[C@H](CN(C)Cc2ccc(C(=O)Nc3ccccc3N)cc2)[C@@H](C)CN([C@H](C)CO)C(=O)c2cc(NS(=O)(=O)c3ccc(Cl)cc3)ccc2O1	?
COc1ccc(NC(=O)Nc2cccc3c2O[C@H](CN(C)CC2CCCCC2)[C@H](C)CN([C@H](C)CO)C3=O)cc1	-9.9
C[C@@H]1CN([C@@H](C)CO)C(=O)CCCn2nncc2CO[C@H]1CN(C)C(=O)Nc1ccnc(N2CCOCC2)c1	17.7
Cc1cc(NC(=O)C2CC=CCC2C(=O)O)ccc1NC(=O)c1ccccc1 (stereo unspecified)	-0.2
Cc1ccccc1OCC(=O)NC(C)(C)C	-8.1
CNC[C@H]1Oc2c(NC(=O)c3nc4ccccc4s3)cccc2C(=O)N([C@@H](C)CO)C[C@H]1C	-11.4
Cc1cccc(NC(=S)N2CCCCC2C)c1 (stereo unspecified)	44.4
C=CCN1C(=O)[C@]2(O[C@H](CCn3cc([C@H](O)c4ccccc4)nn3)[C@@H]([Si](C)(C)c3ccc(OC)cc3)[C@@H]2C)c2cc(N3CCC3=O)ccc21	52.1
COc1ccc(C(=O)CCC(=O)Nc2cccnc2)cc1OC	-4.2
O=C(Nc1ccc(S(=O)(=O)Nc2nccs2)cc1)c1cc(-c2ccccc2)nc2ccccc12	6.5
CCc1nc(SCS(=O)(=O)c2ccc(C)cc2)c(C#N)c2c1CCCC2	10.3
COCc1cc(=O)[nH]c2c1c(-c1cccs1)nn2C	40.1
CC(=O)O[C@@H]1CC[C@@]2(C)C(CC[C@@H](C)[C@]23Cc2c(O)cc4c(c2O3)CNC4=O)C1(C)C (stereo partly specified)	-6.3
C[C@H]1CN([C@@H](C)CO)C(=O)Cc2cc(NC(=O)Cc3ccccc3)ccc2O[C@H]1CN(C)S(=O)(=O)c1cn(C)cn1	-8.2
Cc1noc(C)c1NC(=O)Nc1ccc2c(c1)CC(=O)N([C@H](C)CO)C[C@H](C)[C@H](CN(C)Cc1ccccc1)O2	1.4

The list continues.
SMILES	U2OS ROS induce
COc1ccc(S(=O)(=O)Nc2ccc3c(c2)C(=O)N([C@H](C)CO)C[C@H](C)[C@@H](CN(C)C(=O)c2ccncc2)OCCCC[C@@H](C)O3)cc1	8.1
CCOC(=O)C(Cc1ccccc1)C(=O)Nc1nc2ccccc2s1 (stereo unspecified)	-6.7
C[C@H](CO)N1C[C@H](C)[C@@H](CN(C)Cc2ccc(C(=O)O)cc2)Oc2c(NC(=O)NC3CCCCC3)cccc2C1=O	-7.7
O=C1OC2(CCCCC2)OC(=O)C1=CNc1nccs1	-0.6
C[C@@H]1CN([C@H](C)CO)C(=O)c2cc(NC(=O)CCC(F)(F)F)ccc2O[C@@H]1CN(C)S(=O)(=O)c1ccc(F)cc1	-11.9
CC(=O)Nc1ccc(N=Cc2ccc(N3CCOCC3)cc2)cc1	-7.3
COc1ccc(CN(C)C[C@@H]2Oc3c(NC(=O)C4CC4)cccc3C(=O)N([C@@H](C)CO)C[C@H]2C)cc1	-2.1
Cc1ccc(S(=O)(=O)Nc2ccc3c(c2)C(=O)N([C@H](C)CO)C[C@H](C)[C@@H](CN(C)Cc2ccc(C(=O)O)cc2)OCCCC[C@@H](C)O3)cc1	0.7
C[C@H](CO)N1C[C@H](C)[C@H](CN(C)Cc2ccc(Cl)c(Cl)c2)Oc2ccc(NC(=O)CCN3CCOCC3)cc2CC1=O	15.8
COc1cc2c(cc1OC)Cc1cc(OC)c(OC)cc1Cc1cc(OC)c(OC)cc1C2	-10.1
C[C@@H]1CCCCO[C@@H](CN(C)C(=O)Nc2cccc3ccccc23)[C@@H](C)CN([C@H](C)CO)C(=O)c2cc(NC(=O)CCCCCC(=O)Nc3ccccc3N)ccc2O1	?
O=S(=O)(c1ccc(Cc2ccc(S(=O)(=O)N3CCCCC3)cc2)cc1)N1CCCCC1	67.6
COCCOC(=O)N1C(=O)[C@@]2(c3cc(C#CCC(C(=O)OC)C(=O)OC)ccc31)[C@H](c1ccccc1OCCO)N1[C@H](c3ccccc3)[C@H](c3ccccc3)OC(=O)[C@H]1[C@@H]2C(=O)NC[C@H](O)c1ccccc1	319.6*
Cc1ccc(S(=O)(=O)Nc2ccc3c(c2)C(=O)N([C@@H](C)CO)C[C@@H](C)[C@@H](CN(C)Cc2ccc4c(c2)OCO4)O3)cc1	-1.6
O=C(c1ccc(CSc2nc3ccncc3n2Cc2ccc(F)cc2)cc1)N1CCCCC1	7.2
COc1ccc(C)cc1NC(=O)C(=S)NCc1ccco1	0.8
CC(C)n1cnc2c(Nc3cccc(Cl)c3)nc(NCCO)nc21	16.3
CCCN(C(=O)Cn1ncc2c1-c1ccccc1OC2)c1ccc(Cl)c(Cl)c1	0.0
C[C@@H]1CN([C@H](C)CO)C(=O)CCCn2cc(nn2)CO[C@@H]1CN(C)Cc1ccccc1C(F)(F)F	0.5
CC(C)NC(=O)N(C)C[C@@H]1Oc2ccc(NC(=O)Cc3ccccc3)cc2C(=O)N([C@H](C)CO)C[C@H]1C	-2.0
Cc1noc(C)c1NC(=O)N(C)C[C@@H]1Oc2ccc(NC(=O)NC3CCCCC3)cc2CC(=O)N([C@@H](C)CO)C[C@@H]1C	-22.8
C[C@@H]1CN([C@H](C)CO)C(=O)Cc2cc(NC(=O)CCCCCC(=O)Nc3ccccc3N)ccc2O[C@@H]1CN(C)S(=O)(=O)c1ccc(F)cc1	14.1
O=c1[nH]c(=S)c2c(n1Cc1ccco1)CCC2	-11.3
C[C@H]1CN([C@@H](C)CO)C(=O)c2cccc(NC(=O)NC3CCCCC3)c2O[C@H]1CN(C)C(=O)NC1CCCCC1	-9.4
C[C@@H]1CN([C@@H](C)CO)C(=O)c2cc(NC(=O)Cc3ccccc3)ccc2O[C@@H]1CN(C)C(=O)Nc1ccc2c(c1)OCO2	3.1

Some of the entries so far, as labelled records.
Structure: CC(=O)Cc1cc(=O)c2c(C)cc(O)c(C3OC(CO)C(O)C(O)C3O)c2o1 (stereo unspecified)
  U2OS ROS induce = -2.0

Structure: Cc1cc(OCC(=O)Nc2ccccc2C(N)=O)c(C)cc1Br
  U2OS ROS induce = 21.5

Structure: C[C@@H]1CN([C@@H](C)CO)C(=O)c2cc(NC(=O)Cc3ccccc3)ccc2O[C@H]1CN(C)Cc1ccc(C(F)(F)F)cc1
  U2OS ROS induce = 14.6

Structure: C[C@@H]1CCCCO[C@@H](CN(C)C(=O)C2CCCCC2)[C@@H](C)CN([C@H](C)CO)C(=O)c2cc(NC(=O)Nc3ccc(F)cc3)ccc2O1
  U2OS ROS induce = 55.9

An excerpt, so the mix of outcomes need not match the whole.
